# Coupling enz: qHTS Assay for Inhibitors of Fructose-1,6-bisphosphate Aldolase from Giardia Lamblia: Coupling assay counterscreen; coupling enzyme system counterscreen, AmpLite Red fluorescence; activity change, negative = inhibition, % at 58.2 µM, hits read low; 290,000 compounds, 0.67% hits; in the data active means activity change below about -30%; further: on the % scale 0 is the no-effect control and ±100 the full control effect
#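 Fluorescence at 525 nm excitation and 598 nm emission measured inhibition of the coupled detection system without aldolase. Compounds (at 57.5 uM final) were preincubated 10 min at room temperature with coupling enzyme reagent before a 20 min substrate/AmpLite Red step.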
# ELG1 genotoxic: qHTS screen for small molecules that induce genotoxicity in human embryonic kidney (HEK293T) cells expressing luciferase-tagged ELG1; AID 504466, 2011; 330,000 compounds, 1.3% hits; Potency, µM (series often up to 46 µM), without a hit: at the highest dose activity change, positive = activation, hits mostly activators; HEK293T ELG1-luciferase reporter, luminescence, 16 h; further: potency means the concentration at half of the fitted maximal effect; % of control where 0% means no effect; nearly all actives have a fitted effect of over 60% in size
#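 After overnight (16 hr) compound treatment at 37 °C, ELG1-luciferase HEK293T cells were lysed with ONE-Glo; luminescence quantified 30 min later at room temperature.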
# KCNH2 3.1 inh: qHTS for Inhibitors of KCHN2 3.1: Mutant qHTS | Potassium voltage-gated channel subfamily H member 2, brain isoform KCNH2 3.1 (human) | U2OS KCNH2 3.1, thallium flux FluxOr; hits give low values | activity change, % (tested at about 1.8 µM) | 340,000 compounds, 0.95% hits;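 active means maximum activity change below -70%; inconclusive means maximum activity change from -70% to -50%; inactive means maximum activity change above -50%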;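 further: thallium influx rate constant from kinetic fluorescence after stimulation buffer; on the % scale 0 is the no-effect control and ±100 the full control effect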
#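 Virally transduced U2OS (3.1 isoform, 4 h infection in dark at RT) → overnight 37 C → FluxOr + Red40 in HBSS/HEPES, 45 min → stimulation buffer, 2 min kinetic read → rate constant vs DMSO controls.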
# RORg inh: qHTS for inhibitors of ROR gamma transcriptional activity; Nuclear receptor ROR-gamma (Mus musculus), P51450; 310,000 compounds, 5.4% hits; Potency, µM (series often up to 53.6 µM), inactives show at the highest dose activity change, negative = inhibition, hits mostly inhibitors; Drosophila S2 Gal4-RORgamma UAS-luciferase reporter, 20 h; further: potency means the concentration at half of the fitted maximal effect; on the % scale 0 is the no-effect control and ±100 the full control effect; nearly all actives have a fitted effect of over 60% in size
#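 In this cell-based reporter format, copper sulfate (700 uM final) drives Gal4–ROR gamma fusion expression from a metallothionein promoter in Drosophila Schneider cells; compounds preincubated 1 hr, reporter read after 20 hr at ambient temperature.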
# Rab9 prom act: qHTS Assay for Rab9 Promoter Activators; Huh7 Rab9 promoter-luciferase reporter, luminescence, 24 h; AID 485297, 2010; 320,000 compounds, 2.8% hits; Potency, µM (top dose mostly 9.22 µM), inactives show top-dose activation, negative = inhibition, usual class: activators; further: potency means the concentration at half of the fitted maximal effect; % of control where 0% means no effect; nearly all actives have a fitted effect of over 60% in size
#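 Rab9 promoter-driven luciferase in stably transfected Huh7 cells; 1500 cells/well rested 2 h, exposed to compound in DMSO for 24 h at 37 °C, 5% CO2. Luminescence read 10 min after adding luciferase reagent at ambient temperature.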
# FLuc modulator: qHTS profiling assay for firefly luciferase inhibitor/activator using purifed enzyme and Km concentrations of substrates (counterscreen for miR-21 project). Potency, µM (top dose mostly 57.5 µM), for inactives: at the highest dose activity change, negative = inhibition, usual class: inhibitors. 360,000 compounds, 6.9% hits. purified FLuc, Km substrates, luminescence inhibition. Luciferin 4-monooxygenase (Photinus pyralis), P08659;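 further: potency means the concentration at half of the fitted maximal effect; plate controls were vehicle for no effect and reference inhibitor for full effect; nearly all actives have a fitted effect of over 55% in size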
# Target sequence (P08659 whole entry, looked up): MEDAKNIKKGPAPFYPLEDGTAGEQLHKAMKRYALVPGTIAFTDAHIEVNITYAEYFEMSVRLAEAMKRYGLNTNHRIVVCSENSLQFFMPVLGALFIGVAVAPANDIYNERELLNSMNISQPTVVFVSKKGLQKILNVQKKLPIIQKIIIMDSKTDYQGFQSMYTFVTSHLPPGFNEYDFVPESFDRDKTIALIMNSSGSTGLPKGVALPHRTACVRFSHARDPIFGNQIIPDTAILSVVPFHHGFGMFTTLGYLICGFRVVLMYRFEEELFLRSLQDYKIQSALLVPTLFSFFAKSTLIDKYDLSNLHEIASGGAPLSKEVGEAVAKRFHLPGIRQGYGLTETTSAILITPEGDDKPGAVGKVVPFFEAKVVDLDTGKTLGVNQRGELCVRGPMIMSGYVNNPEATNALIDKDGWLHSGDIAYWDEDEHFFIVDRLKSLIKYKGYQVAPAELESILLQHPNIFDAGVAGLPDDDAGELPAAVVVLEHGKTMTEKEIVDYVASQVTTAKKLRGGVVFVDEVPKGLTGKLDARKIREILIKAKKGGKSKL
#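 Biochemical qHTS of compounds, final roughly 60 µM downward over six points, against 10 nM purified firefly luciferase using Km concentrations of substrates (10 uM D-luciferin, 10 uM ATP) in Tris acetate pH 7.5 buffer; luminescence output.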
# Giardia kill: Small Molecules that selectively kill Giardia lamblia: qHTS; Giardia lamblia trophozoite viability; activity change, % at 7.66 µM, hits read low; 340,000 compounds, 0.15% hits; AID 540267, 2011; in the data active means activity change below about -80%; inconclusive means between about -30% and that limit;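 further: parasites exposed to compound for two days anaerobically before the ATP read; on the % scale 0 is the no-effect control and ±100 the full control effect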
#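 Killing of trophozoites was scored by loss of ATP luminescence after a 48 hrs anaerobic exposure to compounds at 37 deg C, using 100 cells per well.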
# Tb PFK block: qHTS Assay to Find Inhibitors of T. brucei phosphofructokinase; ATP-dependent 6-phosphofructokinase (Trypanosoma brucei brucei), O15648; 330,000 compounds, 0.17% hits; T. brucei PFK, ADP-Glo luminescence; AID 485367, 2010; Potency, µM (top dose mostly 57.5 µM), for the others: at the top dose activity, negative = inhibition, usual class: inhibitors;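 further: potency means the concentration at half of the fitted maximal effect; 0% = uninhibited 1x PFK enzyme wells and -100% = no-enzyme wells; nearly all actives have a fitted effect of over 60% in size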
# Target sequence (O15648 whole entry, looked up): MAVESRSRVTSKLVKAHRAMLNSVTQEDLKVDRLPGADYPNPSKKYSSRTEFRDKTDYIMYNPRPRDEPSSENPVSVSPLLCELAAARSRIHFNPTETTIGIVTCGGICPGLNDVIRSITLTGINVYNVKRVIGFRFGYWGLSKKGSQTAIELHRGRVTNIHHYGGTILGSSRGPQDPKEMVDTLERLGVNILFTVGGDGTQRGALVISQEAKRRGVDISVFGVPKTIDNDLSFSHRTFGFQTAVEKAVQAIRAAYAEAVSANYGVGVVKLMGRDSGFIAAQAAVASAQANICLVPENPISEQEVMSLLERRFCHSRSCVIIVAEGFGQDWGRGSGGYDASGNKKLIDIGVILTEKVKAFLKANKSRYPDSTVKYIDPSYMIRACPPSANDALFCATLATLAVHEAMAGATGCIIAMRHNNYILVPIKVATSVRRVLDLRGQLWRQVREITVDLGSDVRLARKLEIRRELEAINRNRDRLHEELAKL
#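 PFK 1.25 nM, F6P 0.5 mM, ATP 0.1 mM, 0.1 M TEA pH 8.0, 5 mM MgCl2, 0.01% Tween20, 0.1% BSA; 45 min RT. ADP-Glo readout. qHTS titration up to 57 uM; curves fitted, compounds curve-classed.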
# Gal4-VP16 FLuc: VP16 counterscreen qHTS for inhibitors of ROR gamma transcriptional activity; Potency, µM (top dose mostly 53.6 µM), inactives show at the top dose activity, negative = inhibition, usual class: inhibitors; 310,000 compounds, 3.5% hits; Drosophila S2 Gal4-VP16 UAS-luciferase, luminescence, 20 h; AID 2546, 2010;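 further: Gal4-VP16 expression switched on by copper sulfate through the metallothionein promoter; potency means the concentration at half of the fitted maximal effect; on the % scale 0 is the no-effect control and ±100 the full control effect; nearly all actives have a fitted effect of over 50% in size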
# NPC1 prom act: qHTS Assay for NPC1 Promoter Activators | Huh7 NPC1 promoter luciferase reporter, 24 h | 320,000 compounds, 2.4% hits | AID 485313, 2010 | Potency, µM (doses to about 9.22 µM), without a hit: at the highest dose activation, most hits filed as activators;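 further: potency means the concentration at half of the fitted maximal effect; % of control where 0% means no effect; nearly all actives have a fitted effect of over 60% in size; reporter is driven by a mutant NPC1 promoter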
#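 Stable NPC1-promoter luciferase Huh7 line; cpd (DMSO) 24 h, 37 °C, 5% CO2; Amplite luciferase reagent 10 min RT; luminescence readout. qHTS format.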
# uPA surface inh: qHTS for Inhibitors of Cell Surface uPA Generation | Potency, µM (highest dose often 38.3 µM), without a hit: top-dose activity change, negative = inhibition, most hits filed as inhibitors | 330,000 compounds, 0.31% hits | cell surface uPA generation assay, qHTS; active means well fitted inhibition curve with a large enough effect; inconclusive means small, poorly fitted or top-dose-only effect; inactive means no such curve, though single readings can be large or run the other way; tested in mouse RAW 264.7 cells; further: potency means the concentration at half of the fitted maximal effect; on the % scale 0 is the no-effect control and ±100 the full control effect; nearly all actives have a fitted effect of over 55% in size
# The depositor's hits bear a star; ? = inconclusive; nt = no result given; & = joins results of further samples; [ ] = another dose, or the depositor's remark. Unless noted, the call rests on the fitted dose curve; in most records, active means well fitted curve in the direction sought with a large enough effect; inconclusive means small, poorly fitted or top-dose-only effect, or another doubt; inactive means no such curve, though single readings can be large; an effect the other way counts as inactive or inconclusive. The order is random; about 14% have a hit in one of these screens.
SMILES,Coupling enz,ELG1 genotoxic,KCNH2 3.1 inh,RORg inh,Rab9 prom act,FLuc modulator,Giardia kill,Tb PFK block,Gal4-VP16 FLuc,NPC1 prom act,uPA surface inh
CC(=O)NC(CC(=O)O)c1ccccc1 (centres undefined),-1,-3%,6,-5%,-9%,0%,-8,-3%,-2%,1%,7%
CCN1CCN(C(=O)CCNC(=O)Cn2cnc3ccccc3c2=O)CC1,-1,15%,-2,1%,4%,1%,-2,-11%,-7%,-4%,1%
Cc1ccc(OCC(=O)N2CCc3ccccc3C2)c([N+](=O)[O-])n1,-1,3%,36,18%,-2%,3%,-25,-2%,-17%,-8%,-3%
O=C(Nc1nnc(-c2ccccc2F)s1)c1ccccc1F,-2,?,17,-16%,0.71µM*,?,40[activator],-4%,5%,1.6µM*,2%
CC(=O)N1CCN(Cc2nc3cc(NS(C)(=O)=O)ccc3n2C)CC1,-1,0%,-2,-3%,6%,-2%[2.3 µM],-14,-5%,0%,0%,12%
COc1ccc(C(=O)Nc2ccc(F)cc2F)cc1,1,?,-5,?,2.5µM*,11µM*,-16,-15%,-2%,3.2µM*,-21%
CS(=O)(=O)N1CCCC(C(=O)NCc2ccccc2Cl)C1 (centres undefined),4,1%,-2,15%,-1%,6%,11,-9%,-4%,0%,6%
CC1=C(C(N)=O)C(c2ccccc2)n2nc(-c3ccncc3)nc2N1 (centres undefined),2,-1%,5,-16%,3%,3%,-3,-4%,-5%,2%,0%
O=C(Cc1c[nH]c2ccccc12)OCC(=O)c1ccccc1,nt,0%,-2,10%,3%,?,11,0%,0%,1%,1%
COc1ccc(C2Nc3ccccc3C(=O)N2Cc2ccco2)cc1COc1ccc(NC(C)=O)cc1 (centres undefined),1,-3%,-11,37%,2%,-2%,2,-4%,-2%[0.365 µM],1%,-9%
O=C(C1CN(S(=O)(=O)c2ccccc2)CCN1S(=O)(=O)c1ccccc1)N1CCCCCC1 (centres undefined),0,nt,nt,18%,nt,2%,-5,nt,22%,nt,-1%
Cc1ccc(CC23CN4CCN(CC(C4)C2O)C3)c(C)c1 (centres undefined),1,-1%,9,14%,-1%,0%,18,-11%,1%,5%,nt
Cc1cccc(NC(=O)Nc2cccc(C)n2)n1,-2,3%,-10,?,?,17µM*,-6,0%,27%,20%,-6%
COC(=O)c1sccc1NC(=O)NC1CCCCC1,-2,11%,4,28%,22%,?,3,2%,25%,10%,-26%
N#Cc1ccccc1NC(=O)COC(=O)/C=C/c1cn(-c2ccccc2)nc1-c1ccc(Cl)cc1,-3,14%,4,0%,-18%,0%,17,4%,-4%,-11%,4%
COCCCNC(=S)N1CCN(c2nc(C)nc3sc4c(c23)CCCC4)CC1,-1,-7%,3,?,1%,0%,0,-8%,-9%,2%,-12%
Cc1cccc(OCC(=O)NCC(=O)N/N=C/c2ccccc2)c1,-19,4%,-6,-10%,-5%,-2%,2,4%,-3%,1%,-2%
O=C(Nc1nc2c(s1)CCCC2)c1cccnc1,-10,2.1µM*,7,1%,?,12µM*,31[activator],-15%,0%,2.5µM*,nt
Cn1c(=O)oc2cc(S(=O)(=O)Nc3ccc(Cl)cc3F)ccc21,1,8%,-7,16%,1%,-1%,-24,0%,2%,1%,-1%
CC(=O)c1ccc(NC(=O)COC(=O)c2nc(Cl)ccc2Cl)cc1,2,3%,-8,-8%,1%,-2%,10,-6%,-15%,-2%,0%
Cc1ccc(N2C(=O)[C@@H]3[C@H](C2=O)C2CCCN2[C@@H]3C(=O)c2ccccc2)cc1 (some centres undefined),-17,9%,7,6.3µM*,0%,-2%,-4,-3%,?,-1%,-10%
O=C(CCS(=O)(=O)c1ccccc1)N1CCOCC1,2,14%,16,10%,?,?,-11,-2%,2%,18%,-3%
CCn1cc(C(=O)NCCC(=O)NCCO)c(=O)c2cc3c(cc21)OCO3,-3,-2%,-3,-1%,0%,0%,-3,2%,0%,-2%,-1%
COC(=O)c1ccc(Cn2nnc3c(=O)[nH]c(C4CCCN(S(=O)(=O)c5ccccc5)C4)nc32)cc1 (centres undefined),nt,-5%,-6,-14%,8%,1%&1%,-2,-6%,1%,-1%,0%
COc1ccc(S(=O)(=O)N2CCCCC2)cc1-n1cnnn1,2,3%,2,-15%,-2%,0%,0,-5%,-3%,-3%,-1%
COc1ccccc1N1CCN(c2ccc(S(=O)(=O)N3CCN(C)CC3)cn2)CC1,nt,-1%,-2,nt,nt,nt,-8,2%,nt,nt,2%
Cc1ccc(OCC(=O)NC2CCS(=O)(=O)C2)cc1 (centres undefined),1,-1%,10,-18%,0%,5%,2,3%,-5%,1%,-5%
COc1ccccc1N1CCN(S(=O)(=O)c2c(C)[nH]c(=O)[nH]c2=O)CC1,-1,2%,2,1%,-6%,-10%,-8,3%,4%,-4%,2%
Cc1ccc(C)c(-n2c(CNc3ccc(F)cc3)nnc2SCC(N)=O)c1,-3,0%,7,-13%,11%,21%,2,3%,-6%,-3%,5%
C[n+]1cn(Cc2cc(Cl)ccc2OC(F)F)c2ccccc21,4,-8%,2,5%,-3%,-1%,7,0%,9%,-1%,0%
O=Cc1cn(-c2ccc(F)cc2)c2ccccc12,2,5%,-1,-18%,-3%,?,10,3%,2%,1%,0%
CN(C(=O)COC(=O)c1cc(S(=O)(=O)N2CCCCC2)ccc1N1CCOCC1)C1CCS(=O)(=O)C1 (centres undefined),0,3%,-9,-10%,0%,0%,-10,1%,-7%,-1%,7%
CN1CCN(C=NC2=NN(c3cccc(C(F)(F)F)c3)CC2)CC1,3,5%,8,-8%,6%,-21%,-5,-8%,-4%,1%,-6%
CC1CC(C)CN(C(=O)COC(=O)c2ccc[nH]c2=O)C1 (centres undefined),0,1%,14,16%,-9%,0%,9,-3%,2%,-1%,-1%
COc1ccc(C2C(C#N)=C(N)N(c3ccccc3)C3=C2C(=O)CCC3)cc1Cn1cc([N+](=O)[O-])cn1 (centres undefined),-11,0%,-5,-37%,-3%,0%,8,4%,1%,-3%,-7%
C#CCSc1nc(N)c2c(n1)OC(N)=C(C#N)C2c1cccnc1 (centres undefined),1,8%,0,-5%,-2%,7%,-21,-3%,4%,-3%,-2%
COc1ccc(NS(=O)(=O)c2cccs2)cc1S(=O)(=O)N1CCOCC1,-2,-3%,-30,-3%,4%,-1%,-7,2%,12%,-2%,-4%
COc1ccc(S(=O)(=O)N2CCc3cc(OC)c(OC)cc3C2)cc1,0,0%,4,2%,-5%,-2%,6,19%,0%,-6%,-1%
COc1cccc(Cn2cnc3c(NS(=O)(=O)c4ccc(Cl)cc4)c(C)c(C)cc32)c1,0,-1%,6,?,-11%,1%,-9,-6%,-2%,0%,3%
CC(=O)Nc1ccc(NC(=O)CCc2nc3sc4c(c3c(=O)[nH]2)CCCC4)cc1,nt,0%,-6,nt,0%,?,-20,10%,nt,6%,21%
O=C(O)c1cscn1,5,0%,-43,14%[10 µM],1%,0%,-4,-13%,-9%,1%,0%
COc1ccc(/C=N/Nc2snc(SC)c2C#N)cc1OC,nt,16%,6,33%,2.8µM*,2.1µM*,2,-2%,5%,2.8µM*,-4%
Cc1ccc(C)c(N(CC(=O)N2CCCC2)S(C)(=O)=O)c1,-2,1%,-23,31%,1%,1%,-5,-4%,2%,-5%,-1%
COc1ccc(OCC(O)CN2CCCCC2)cc1 (centres undefined),9,0%,9,-17%,-1%,-1%,6,-2%,1%,7%,0%
Cc1sc2ncnc(N3CCC(C(=O)Nc4sc5c(c4C(N)=O)CCC(C)C5)CC3)c2c1C (centres undefined),nt,-1%,-43,nt,-6%,0%,1,-4%,nt,-9%,-21%
Cc1noc(C)c1CSc1nnc(-c2ccccc2)o1,0,12%,-4,-2%,-2%,?,-1,-4%,-3%,-2%,3%
CS(=O)(=O)N(CC(=O)NCc1ccc2c(c1)OCO2)Cc1ccc(Cl)cc1,0,-10%,15,-28%,-3%,0%,4,-2%,-5%,-2%,7%
